Screening results deposited in PubChem BioAssay by The Scripps Research Institute Molecular Screening Center.
TbREL1 primary = TbREL1 RNA ligase inhibitors, primary screen, biochemical, FRET fluorescence | RNA-editing ligase 1, mitochondrial (Trypanosoma brucei brucei), P86926 | TbREL1 RNA ligation | inhibition, % at 9.66 µM | hit rate 0.49% among 89,000;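 active = inhibition above the mean inhibition across all screened compounds plus 3 SD, cut at about 11% in these data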;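 note: 0% = plate median of test wells and 100% = NSC42067 control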
Target sequence (P86926 whole entry, looked up): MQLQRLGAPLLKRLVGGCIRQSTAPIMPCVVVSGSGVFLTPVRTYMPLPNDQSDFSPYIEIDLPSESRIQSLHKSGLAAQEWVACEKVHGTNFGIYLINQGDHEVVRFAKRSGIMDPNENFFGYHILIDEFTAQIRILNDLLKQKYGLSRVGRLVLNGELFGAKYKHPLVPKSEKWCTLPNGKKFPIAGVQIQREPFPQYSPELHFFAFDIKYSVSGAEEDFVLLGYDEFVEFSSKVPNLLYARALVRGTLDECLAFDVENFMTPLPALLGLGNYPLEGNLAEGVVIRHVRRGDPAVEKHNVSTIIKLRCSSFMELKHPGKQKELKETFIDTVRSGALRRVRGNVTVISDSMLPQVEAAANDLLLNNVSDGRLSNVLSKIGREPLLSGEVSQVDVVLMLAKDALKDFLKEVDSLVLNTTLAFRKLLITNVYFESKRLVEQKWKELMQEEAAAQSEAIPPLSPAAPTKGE
Starred values were filed as active, the others as inactive.

`O=C(NCc1ccc(F)c(F)c1)C1C2C=CC3(CN(Cc4ccccc4)C(=O)C13)O2` (stereo unspecified) gave TbREL1 primary -2.1.
COc1ccc(C(CNC(=O)c2c(C)nn(Cc3ccccc3)c2Cl)N2CCOCC2)cc1 (stereo unspecified) was read as TbREL1 primary -1.2.
Cc1onc(-c2ccccc2)c1C(=O)Nc1ccc(S(=O)(=O)NC2=NCCCCC2)cc1 was read as TbREL1 primary -1.1.
Screening CCCC(=O)N1c2ccccc2[C@@H](N(C(C)=O)c2ccccc2)C[C@H]1C returned TbREL1 primary -3.7.
Screening Cc1cccc(C)c1NC(=O)C(NC=O)c1ccccc1 (stereo unspecified) returned TbREL1 primary -2.9.
Screening COc1ccc(NC(=O)c2ccc3ccccc3n2)cc1S(=O)(=O)N1CCCCC1 returned TbREL1 primary 1.3.
For COc1ccc2[nH]c(=O)c(CN(C(=O)NC3CCCCC3)C3CCCC3)cc2c1 the results were TbREL1 primary -1.9.
For O=C(NCCOc1ccc(F)cc1)C1CCC(=O)N(CCN2CCOCC2)C1 (stereo unspecified) the results were TbREL1 primary -2.9.
Screening Cc1cc(=O)oc2cc(OCC(=O)N3CCOCC3)ccc12 returned TbREL1 primary 1.9.
For Cc1ccc2[nH]c(O)c(N=NC(N)=S)c2c1 the results were TbREL1 primary 0.9.
Screening O=C(CNC(=O)c1cc(=O)[nH]c2ccccc12)Nc1ccc(F)c(F)c1 returned TbREL1 primary 2.1.
N#CC1(Cc2ccccc2)c2ccccc2C=CN1C(=O)c1ccccc1 (stereo unspecified) was read as TbREL1 primary 0.3.
`O=C1CC(N2CCCCC2)C(=O)N1c1ccccc1` (stereo unspecified) gave TbREL1 primary 0.3.
Cc1ccc(CN2CC(N3CCC(c4ccccc4)CC3)CS2(=O)=O)cc1 (stereo unspecified) was read as TbREL1 primary 2.2.
CCS(=O)(=O)N1CCN=C1SC(C)c1ccccc1 (stereo unspecified) was read as TbREL1 primary -1.1.
For O=C(Nc1cccc(Cl)c1)C1C2C=CC3(O2)C1C(=O)N(CCN1CCCCC1)C3C(=O)NC1CCCCC1 (stereo unspecified) the results were TbREL1 primary -2.1.
For Cc1cc(N)c2ccccc2n1 the results were TbREL1 primary 2.9.
`COCCN1C(=O)N(c2cccc(OC)c2)C(=O)C1CC(=O)Nc1cccc(F)c1` (stereo unspecified) gave TbREL1 primary 0.5.
Cc1nn(Cc2ccc(Cl)c(Cl)c2)c(C)c1NC(=O)c1cc(-c2ccc3c(c2)OCO3)on1 was read as TbREL1 primary 0.1.
For CSC(=Nc1ccccc1)C1=C(O)COC1=O the results were TbREL1 primary 0.0.
Screening Clc1ccccc1-c1nnc2sc(-c3ccccn3)nn12 returned TbREL1 primary -0.8.
`O=C(COC(=O)c1ccc(O)cc1)NCCc1c[nH]c2ccccc12` gave TbREL1 primary -5.5.
For COc1cccc2cc(C(=O)N3C(C)CCCC3C)c(=O)oc12 (stereo unspecified) the results were TbREL1 primary 0.8.
Screening CC(=O)N(c1ccc(Cl)cc1)c1cn(C(C)=O)c2ccccc12 returned TbREL1 primary -1.4.
Screening C=C(C)c1cccc(C(C)(C)NC(=O)N2CCCCC2CC)c1 (stereo unspecified) returned TbREL1 primary -1.7.
O=C(CCSc1ccccc1)N1CCN(c2ccccc2)CC1 was read as TbREL1 primary -1.1.
CC(C)(C)c1ccc(S(=O)(=O)N2CC(=O)Nc3ccccc32)cc1 was read as TbREL1 primary -0.7.
`Cc1ccc(N2CC(C(=O)N3CCC(c4nc5ccccc5[nH]4)CC3)CC2=O)cc1C` (stereo unspecified) gave TbREL1 primary -2.0.
CCCCNC(=O)C[C@H]1C[C@@]2(C(=O)OC)C(=C[C@H](COCc3ccccc3)O[C@@H]2C)N(CCc2ccc(OC)c(OC)c2)C1=O was read as TbREL1 primary -3.6.
Screening COc1ccc(NC(=O)[C@@H]2[C@@H]3C(=O)N(C4CCCCC4)C(=O)[C@@H]3C3c4ccccc4C=CN32)cc1 (stereo partly specified) returned TbREL1 primary 1.7.
Screening COc1ccc2[nH]c(=O)c(CN(CCc3cccc(C)c3)C(C)=O)cc2c1 returned TbREL1 primary -1.5.
For COc1ccc2nc(/C=N/NC(=O)CCNC(=O)OC(C)(C)C)ccc2c1 the results were TbREL1 primary -2.1.
For CN(Cc1cccs1)C(=O)CSc1nc2ccccc2[nH]1 the results were TbREL1 primary 2.2.
`O=C(NCc1ccco1)C1CCN(S(=O)(=O)c2cccc3cccnc23)CC1` gave TbREL1 primary -1.8.
`CCNS(=O)(=O)c1cc(OC)c(Cl)cc1OC` gave TbREL1 primary 1.3.
For CCn1c(N2CCN(CC(=O)c3c(C)n(C)c4ccc(OC)cc34)CC2)nc2c1c(=O)[nH]c(=O)n2C the results were TbREL1 primary -1.2.
Screening COC(=O)N/N=C/c1ccccc1OCCOc1ccc(OC)cc1 returned TbREL1 primary -0.1.
Cc1ccc(N(CC(=O)NC2CCCC2)C(=O)CNC(=O)c2cccs2)c(C)c1 was read as TbREL1 primary 2.4.
For Cc1ccc(S(=O)(=O)N(C)CC(=O)NNC(=O)CCNS(=O)(=O)c2cccc(C)c2)cc1 the results were TbREL1 primary -2.9.
For CC(C)(C)c1cc(NC(=O)c2ccc(OC3CCCC3)cc2)no1 the results were TbREL1 primary 2.9.

Random excerpt: 2 compounds from above.
For CN(Cc1cccs1)C(=O)CSc1nc2ccccc2[nH]1 the results were TbREL1 primary 2.2.
For CC(C)(C)c1cc(NC(=O)c2ccc(OC3CCCC3)cc2)no1 the results were TbREL1 primary 2.9.

Additional structures follow.
Cc1cc(C(=O)OCC(=O)NC2CCCC(C)C2C)c(C)o1 (stereo unspecified) was read as TbREL1 primary -4.8.
`CCCN(CCC)C(=O)CP(=O)(c1ccccc1)c1ccccc1` gave TbREL1 primary 0.4.
Screening CC(C)Cc1nnc(NC(=O)c2ccc3c(=O)n4c(nc3c2)CCC4)s1 returned TbREL1 primary 5.8.
For CCc1c(C(=O)NCCc2ccc(OC)c(OC)c2)[nH]c(C)c1C(C)=O the results were TbREL1 primary 0.7.
`Cc1ccc(C(=O)NCCCNC(=O)c2ccco2)cc1C` gave TbREL1 primary 1.5.
For c1csc(C(c2nnnn2C2CCCC2)N2CCCC3(CCCCC3)C2)c1 (stereo unspecified) the results were TbREL1 primary 3.4.
`CC1CCCN(C(=O)c2ccc(NS(=O)(=O)c3ccc4[nH]c(=O)[nH]c4c3)cc2)C1` (stereo unspecified) gave TbREL1 primary 2.1.
For Cc1ccc(-n2cc(-c3ccccc3)[nH]c2=O)cc1F the results were TbREL1 primary 1.2.
`Cc1onc(-c2ccccc2Cl)c1C(=O)N/N=C(\N)COc1ccc(Cl)cc1` gave TbREL1 primary 2.1.
Screening CCc1ccc2oc(C(=O)NCc3ccncc3)c(C)c2c1 returned TbREL1 primary 1.0.
Screening Cc1ccnc(Nc2nc3ccccc3s2)n1 returned TbREL1 primary 5.8.
For CCn1cc(/C=C/C(=O)NCc2c(C)nn(C)c2C)cn1 the results were TbREL1 primary 1.0.
`Cc1cccc(N2CCN(C(=O)C3CCC(CNS(=O)(=O)c4cccs4)CC3)CC2)c1C` (stereo unspecified) gave TbREL1 primary -4.1.
CNC(=S)N/N=C/c1ccc(C(C)C)cc1 was read as TbREL1 primary -1.9.
CC(=O)N1CCN(c2ccccc2NC(=O)c2ccc3ccccc3c2)CC1 was read as TbREL1 primary 1.8.
For CCCCC1(C)Cc2ccccc2C(=S)N1 (stereo unspecified) the results were TbREL1 primary -3.2.
For C=CCn1c(SCC(=O)NC2CCCC2)nc2scc(-c3ccco3)c2c1=O the results were TbREL1 primary -3.0.
CC(OC(=O)Cn1nnc2ccccc21)C(=O)NC1CCCC1 (stereo unspecified) was read as TbREL1 primary -2.6.
`COC(=O)CN1C(=O)C(O)(CC(=O)c2cccc(Br)c2)c2ccccc21` (stereo unspecified) gave TbREL1 primary 1.1.
COc1ccc(CN(C)C(=O)c2oc3ccccc3c2CSC)cc1F was read as TbREL1 primary -2.8.

For reference, part of the list above:
`CCCN(CCC)C(=O)CP(=O)(c1ccccc1)c1ccccc1` gave TbREL1 primary 0.4.
Screening CC(C)Cc1nnc(NC(=O)c2ccc3c(=O)n4c(nc3c2)CCC4)s1 returned TbREL1 primary 5.8.
For CCc1c(C(=O)NCCc2ccc(OC)c(OC)c2)[nH]c(C)c1C(C)=O the results were TbREL1 primary 0.7.
`Cc1ccc(C(=O)NCCCNC(=O)c2ccco2)cc1C` gave TbREL1 primary 1.5.
For c1csc(C(c2nnnn2C2CCCC2)N2CCCC3(CCCCC3)C2)c1 (stereo unspecified) the results were TbREL1 primary 3.4.
`CC1CCCN(C(=O)c2ccc(NS(=O)(=O)c3ccc4[nH]c(=O)[nH]c4c3)cc2)C1` (stereo unspecified) gave TbREL1 primary 2.1.
For Cc1ccc(-n2cc(-c3ccccc3)[nH]c2=O)cc1F the results were TbREL1 primary 1.2.
`Cc1onc(-c2ccccc2Cl)c1C(=O)N/N=C(\N)COc1ccc(Cl)cc1` gave TbREL1 primary 2.1.
Screening CCc1ccc2oc(C(=O)NCc3ccncc3)c(C)c2c1 returned TbREL1 primary 1.0.
Screening Cc1ccnc(Nc2nc3ccccc3s2)n1 returned TbREL1 primary 5.8.
For CCn1cc(/C=C/C(=O)NCc2c(C)nn(C)c2C)cn1 the results were TbREL1 primary 1.0.
`Cc1cccc(N2CCN(C(=O)C3CCC(CNS(=O)(=O)c4cccs4)CC3)CC2)c1C` (stereo unspecified) gave TbREL1 primary -4.1.
CNC(=S)N/N=C/c1ccc(C(C)C)cc1 was read as TbREL1 primary -1.9.
CC(=O)N1CCN(c2ccccc2NC(=O)c2ccc3ccccc3c2)CC1 was read as TbREL1 primary 1.8.
For CCCCC1(C)Cc2ccccc2C(=S)N1 (stereo unspecified) the results were TbREL1 primary -3.2.

(further entries)
Screening Cc1cc2c(SCC(=O)Nc3ccccc3O)ncnc2s1 returned TbREL1 primary -1.4.
`COc1ccccc1-c1cc(C(=O)N/N=C/c2ccc(C)s2)c2ccccc2n1` gave TbREL1 primary 0.9.
COC(=O)c1cc(NC(=O)c2ccc(Cn3cc(Cl)cn3)o2)cc(C(=O)OC)c1 was read as TbREL1 primary 3.0.
`O=C1[C@H]2CC3C=CC2(O3)[C@@H]2OCCCN12` (stereo partly specified) gave TbREL1 primary 1.6.
For Cc1[nH]ccc(=O)c1OCc1ccc(Cl)cc1 the results were TbREL1 primary -0.5.
For Cc1nnc(NC(=O)/C=C/c2ccco2)s1 the results were TbREL1 primary 0.1.
Screening CCC(=O)Nc1cc(ON=C(C)C)cc([N+](=O)[O-])c1 returned TbREL1 primary -1.5.
For COc1ccc(S(=O)(=O)N2CCCC2C(=O)Nc2ccc(O)cc2)cc1 (stereo unspecified) the results were TbREL1 primary 1.1.
Screening CC1CCCCN1C(=O)C1COc2ccccc2O1 (stereo unspecified) returned TbREL1 primary 2.2.
For O=C(N[C@H](C(=O)N1CCC[C@H]1C(=O)NCc1ccccc1)c1ccccc1)c1ccc(Cl)cc1Cl the results were TbREL1 primary -3.8.
`CC(OC(=O)C1CC=CCC1C(N)=O)C(Cl)=C(Cl)Cl` (stereo unspecified) gave TbREL1 primary -2.6.
`O=C1NC2(CCCCCC2)C(=O)N1Cc1ccc(Br)cc1` gave TbREL1 primary -2.3.
Screening Cc1sc2nc[nH]c(=S)c2c1-c1ccccc1 returned TbREL1 primary -9.5.
`O=S(=O)(Nc1ccc(-c2cn3cccnc3n2)cc1)c1ccccc1` gave TbREL1 primary -0.5.
For COc1ccc(C2N(C(C)=O)CCCN2S(=O)(=O)c2ccc(C)cc2)cc1 (stereo unspecified) the results were TbREL1 primary -0.8.
Screening Cc1ccccc1C(=O)NC1CCCCN(Cc2cccc(Cl)c2)C1=O (stereo unspecified) returned TbREL1 primary 0.1.
Screening C/C(CCC(C)C)=N\Nc1ccc(S(N)(=O)=O)cc1[N+](=O)[O-] returned TbREL1 primary 2.3.
CCC(CC)NC(=O)O[C@H]1CC[C@@]23CCCN2C(=O)CCC[C@H]3C1 was read as TbREL1 primary 9.5.
`CSc1ccccc1NC(=O)COc1ccc(Cl)cc1` gave TbREL1 primary 0.4.
For Nc1ncc(-c2ccc([N+](=O)[O-])cc2)cn1 the results were TbREL1 primary 0.0.
Screening C=CCN1C(=O)CSc2ccc(C(=O)OCC)cc21 returned TbREL1 primary -2.2.
`O=C(/C=C/c1cccc([N+](=O)[O-])c1)N1CCN(C(=O)c2ccco2)CC1` gave TbREL1 primary -2.8.
CC1SC(c2ccc(Cl)cc2Cl)NC1=O (stereo unspecified) was read as TbREL1 primary -1.4.
For CN(CC(=O)O/N=C(\N)c1ccc([N+](=O)[O-])cc1)S(=O)(=O)c1ccccc1 the results were TbREL1 primary 5.4.
`CC(=O)c1cccc(CN2CCN(C3CCCC3)C(CCO)C2)c1` (stereo unspecified) gave TbREL1 primary -1.9.
Screening FC(F)Oc1ccc(C2N=C(c3ccccc3)NO2)cc1 (stereo unspecified) returned TbREL1 primary 0.4.
Screening COC(=O)c1ccc(NS(=O)(=O)c2cc3c4c(c2)CCC(=O)N4CCC3)cc1 returned TbREL1 primary 0.2.
Screening O=C(NCCCn1ccnc1)c1cc(S(=O)(=O)N2CCOCC2)ccc1F returned TbREL1 primary -3.3.
CCOc1cc(C(=O)N2CCC(CC3CC(c4cccc(Br)c4)=NO3)(C(=O)NCC3CCCCC3)CC2)cc(OCC)c1OCC (stereo unspecified) was read as TbREL1 primary 2.0.
For CC(C)Cc1nn2c(=O)cc(CSCC(=O)Nc3ccccc3F)nc2s1 the results were TbREL1 primary -3.0.
Screening COc1ccc(Nc2nc(Cl)nc(Nc3ccc(OC)cc3OC)n2)c(OC)c1 returned TbREL1 primary 5.9.
Screening O=C(Cn1nnc(-c2cc(C(F)(F)F)cc(C(F)(F)F)c2)n1)NNC(=S)Nc1ccc(Cl)cc1 returned TbREL1 primary -4.8.
For Cn1c(=O)c(=O)n(C)c2cc(S(=O)(=O)N3CCN(c4ccccc4Cl)CC3)ccc21 the results were TbREL1 primary 0.7.
COc1ccc(N2C(N)=NC(N)=NC23CCCC3)cc1 was read as TbREL1 primary -4.2.
For O=C(Cn1c(=O)sc2ccccc21)NCc1ccco1 the results were TbREL1 primary -2.7.
Screening CCCCCc1ccc(-c2cn(CCCOCc3ccccc3)nn2)cc1 returned TbREL1 primary 1.0.
CC(Oc1ccc(Cl)cc1Cl)C(=O)Nc1cccnc1 (stereo unspecified) was read as TbREL1 primary 3.5.

An excerpt; the hit share may differ from the screen's.
